# MBD2 inh = MBD2-methylated oligo binding inhibition | TR-FRET, MBD2 binding to methylated oligonucleotide | inhibition, % at 4.4 µM | 370,000 tested, 0.31% active | Q9UBB5; in the data active = inhibition above about 13%
# KLK7 zymogen act = proKLK7 (human) activation, primary screen; P49862; purified proKLK7, EDANS-DABCYL substrate fluorescence; 100% is mature enzyme control, 0% vehicle; activation, % at 7 µM; 370,000 tested, 0.9% active;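 active = activation above the mean of all tested compounds plus 3 SD, computed per campaign excluding outliers beyond control limits, cut at about 13% in these data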
# Tn7 DDE FP = disrupts Tn7 cyclic peptide binding to fibrin D-Dimer-E complex; P02675; FP displacement of FITC-Tn7 peptide from fibrin DD(E); 0% = median of compound wells per plate; inhibition, % at 8.3 µM; 370,000 tested, 0.13% active; AID 720508;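 active = inhibition above the mean of compounds falling within the control limits plus 3 SD of them, cut at about 14% in these data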;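 note: 0% = plate median of compound wells and 100% = 10 µM Aha-Tn7 peptide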
# Target sequence (P02675 whole entry, looked up): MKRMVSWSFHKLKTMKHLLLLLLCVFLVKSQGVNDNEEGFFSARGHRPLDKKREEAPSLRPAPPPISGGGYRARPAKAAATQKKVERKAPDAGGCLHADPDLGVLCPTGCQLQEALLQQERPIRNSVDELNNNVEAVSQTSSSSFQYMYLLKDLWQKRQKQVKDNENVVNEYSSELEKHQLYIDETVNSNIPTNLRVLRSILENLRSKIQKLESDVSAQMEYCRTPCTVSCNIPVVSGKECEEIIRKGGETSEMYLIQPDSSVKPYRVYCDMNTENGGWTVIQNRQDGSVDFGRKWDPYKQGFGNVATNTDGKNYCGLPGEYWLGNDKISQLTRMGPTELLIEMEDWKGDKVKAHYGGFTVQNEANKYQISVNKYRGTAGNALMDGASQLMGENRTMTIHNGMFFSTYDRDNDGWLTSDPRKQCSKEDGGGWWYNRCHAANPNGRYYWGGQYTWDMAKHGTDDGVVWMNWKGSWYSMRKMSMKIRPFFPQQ
#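 Assay system: Human clot-derived fibrin DD(E) complex | Buffer or medium: Tris/NaCl/CaCl2 buffer, pH 7.8 | Repeats: One replicate per compound | Benchmarks: Aha-Tn7 high control | Measure: % inhibition scaled between sample-field median and high-control FP | Schedule: 10 min plus 3 h, room temperature | Signal: Fluorescence polarization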
# PLC-gamma1 inh = inhibitors of human phospholipase C gamma1. purified PLC-gamma1, fluorogenic substrate, fluorescence. inhibition, % at 12.2 µM. 370,000 tested, 0.84% active. AID 720700; in the data active = inhibition above about 9.5%
# ARFGAP1 inhibitor = inhibits rat ARF GTPase activating protein 1 | Arfgap1-stimulated ARF1 GTP hydrolysis, GDP FP detection | inhibition, % at 16.5 µM | 360,000 tested, 0.26% active | AID 651572;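 active = inhibition above a per-plate limit, mean inhibition of low control wells plus 3 SD, cut at about 25% in these data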;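 note: 0% = DMSO wells with enzyme and 100% = wells lacking Arfgap1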
#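 System: truncated rat Arfgap1 GAP domain / Benchmarks: high control wells lacking Arfgap1, low control full reaction with DMSO / Times: compound-enzyme preincubation 20 min, reaction 120 min, detection 60 min, 25 °C / Repeats: one replicate per compound / Also added: human ARF1(Δ1-17)-GTP substrate / Measured by: Tracer-displacement fluorescence polarization with EDTA stop, 620/688 nm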
# DDE Tn6 FP inh = disrupts Tn6 cyclic peptide binding to fibrin D-Dimer-E complex; AID 720509; inhibition, % at 8.3 µM; Fibrin DD(E) TRITC-Tn6 fluorescence polarization displacement; P02675; 370,000 tested, 0.21% active;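 active = inhibition above a per-campaign cutoff: mean of compounds within control limits plus 3 SD, cut at about 15% in these data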;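 note: 0% = median of all compound wells on the plate and 100% = blocking peptide control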
# UHRF1 MBD2 ctr = blocks human UHRF1 binding to methylated DNA. Q96T88. UHRF1 binding to methylated oligo, TR-FRET. inhibition, % at 4.4 µM. 370,000 tested, 0.75% active. AID 687016; in the data active = inhibition above about 21%;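 note: UHRF1 SRA domain binding a hemimethylated CpG hairpin DNA probe; 0% = median of test compound wells and 100% = reference inhibitor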
# ASAP1 inh = inhibitors of human ASAP1 ArfGAP activity; Q9ULH1; ASAP1-stimulated ARF1 GTP hydrolysis, GDP FP detection; inhibition, % at 16.5 µM; 360,000 tested, 0.19% active; in the data active = inhibition above about 25%;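 note: 0% = vehicle with enzyme and substrate and 100% = no enzyme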
# ADAM17 inh = ADAM17 inhibition, QFRET primary screen. 370,000 tested, 0.83% active. AID 720648. inhibition, % at 6.95 µM. P78536. recombinant ADAM17, EDANS/DABCYL FRET peptide cleavage;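 active = inhibition above the mean of compounds lying between control limits plus 3 SD, set per campaign, cut at about 8.5% in these data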;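 note: 0% = DMSO-only wells as the low control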
# Target sequence (P78536 215-824 limits assumed): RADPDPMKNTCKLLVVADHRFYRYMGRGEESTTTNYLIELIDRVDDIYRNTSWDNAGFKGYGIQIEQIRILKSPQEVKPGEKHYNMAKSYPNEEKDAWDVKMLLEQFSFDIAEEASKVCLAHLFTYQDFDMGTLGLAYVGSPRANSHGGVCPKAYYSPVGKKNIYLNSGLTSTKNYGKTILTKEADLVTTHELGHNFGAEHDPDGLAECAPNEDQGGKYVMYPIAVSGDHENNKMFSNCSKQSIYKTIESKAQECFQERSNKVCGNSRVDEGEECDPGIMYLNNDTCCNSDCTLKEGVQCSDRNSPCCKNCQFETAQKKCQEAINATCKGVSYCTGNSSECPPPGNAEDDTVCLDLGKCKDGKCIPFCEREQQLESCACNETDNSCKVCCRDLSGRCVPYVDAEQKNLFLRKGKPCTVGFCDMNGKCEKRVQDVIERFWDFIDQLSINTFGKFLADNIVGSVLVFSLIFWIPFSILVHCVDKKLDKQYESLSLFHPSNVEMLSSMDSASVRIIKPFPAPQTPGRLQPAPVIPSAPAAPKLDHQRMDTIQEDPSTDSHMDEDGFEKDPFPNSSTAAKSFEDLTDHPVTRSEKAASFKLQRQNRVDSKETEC
# PLC-beta3 inh = blocks human PLC-beta3 enzyme activity. Q01970. Purified PLC-beta3, fluorogenic substrate, fluorescence. inhibition, % at 12.2 µM. 370,000 tested, 0.18% active. AID 720704; in the data active = inhibition above about 11%;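 note: 0% = median of compound wells on plate and 100% = full blocker control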
# Starred values were filed as active, the others as inactive; i = inactive; . = not tested or not shown.
SMILES,MBD2 inh,KLK7 zymogen act,Tn7 DDE FP,PLC-gamma1 inh,ARFGAP1 inhibitor,DDE Tn6 FP inh,UHRF1 MBD2 ctr,ASAP1 inh,ADAM17 inh,PLC-beta3 inh
CNC(=O)c1cc(Nc2nnc(-c3ccc(C)c(S(N)(=O)=O)c3)c3ccccc23)ccc1OC,0,212*,3,-34,7,-4,1,9,-5,-49
O=C(Nc1ccccc1OC(=O)c1ccc(Cl)cc1)c1ccc(Cl)cc1,-2,0.5,1,3,11,-3,-12,12,2,-1
Cc1ccc(N=CC2=C(O)CC(c3ccco3)CC2=O)cc1 (configuration not stated),0,-0.6,5,-4,1,6,0,-4,1,-2
CCOc1ccccc1/C=C/C(=O)N1CCN(C(=O)c2ccco2)CC1,-2,0.8,-5,-9,4,-1,-1,4,-20,-15
CC1CCN(S(=O)(=O)c2ccc(C(=O)Nc3ncccc3O)cc2)CC1,2,0.6,7,1,-12,-5,-4,5,-3,-9
O=C(NC1CCCCC1)C(=S)NCc1ccccc1,-5,0.3,5,2,-5,3,-2,-21,1,-2
CCOC(=O)C1CCN(c2ncnc3c2[nH]c2cccc(OC)c23)CC1,-6,19*,3,-443,-6,-4,3,-6,i,i
CC(NC(=O)COC(=O)c1ccc[nH]c1=O)c1ccccc1 (configuration not stated),2,0.5,-1,3,-7,-2,-1,-3,-1,8
CCc1ccccc1NC(=O)CN(C)C(=O)COc1ccc(C)nc1[N+](=O)[O-],-3,0.0,10,0,-3,-1,0,-1,-6,2
OC1C2CCC(C2)C1CN1CCOCC1 (configuration not stated),0,-0.5,-8,3,8,-8,-3,-2,-4,0
COc1cccc(/C=C/c2nc(S(=O)(=O)c3ccccc3)c(N3CCC(C(N)=O)CC3)o2)c1,3,-4.6,-4,-35,-6,-6,0,-3,-42,-53
Cc1cc(C(=O)OCc2nnc(-c3ccccc3)o2)c(C)n1-c1ccccc1,5,-0.1,0,-1,-1,-2,1,6,0,-3
O=C(CCC(=O)N(CC(=O)NC1CCCC1)c1cccc(F)c1)Nc1nccs1,-4,-0.2,1,0,5,-3,-2,7,0,-7
O=C(CNC(=O)c1ccccc1)NCc1nc2ccccc2[nH]1,4,-0.2,1,-3,6,2,1,-1,-7,-14
COc1ccc(F)cc1-c1cc(C(=O)NC2CCCCC2)[nH]n1,-3,0.2,-5,5,-8,-6,1,-2,3,7
O=C(NCC(=O)N1CCN(c2ccccc2)CC1)c1ccc(Cl)cc1,3,0.5,-4,-1,3,-3,4,10,-1,-8
C=CCNC(=S)NNC(=O)C(CCCC)CC(C)(C)O (configuration not stated),-2,-0.1,-3,-13,0,-6,1,-3,-9,-16
Cc1cccc(OC(C)C(=O)N(Cc2cccs2)C2CCS(=O)(=O)C2)c1C (configuration not stated),-7,0.3,0,13*,-10,-5,4,12,2,3
Cc1cc(C)n(-c2nc3ccccc3c(=O)n2OCC(=O)Nc2c(C)cccc2C)n1,1,0.7,16*,-1,2,2,0,-16,-2,0
COc1ccc(NC2=NC(=S)N(c3cccc(C)c3)C23CCCCC3)cc1,2,-0.3,5,1,1,-4,-1,6,-1,3
CC1CCCCC1NC(=O)COc1ncnc2sccc12 (configuration not stated),2,0.3,-1,-3,15,5,2,-3,-3,-5
COc1ccc(-c2cc(C(=O)Nc3cccnc3)c3ccccc3n2)cc1OC,0,2.9,3,-169,-1,-8,2,9,-13,-259
Cc1ccc(OCc2cc(C(=O)N(C)Cc3cnn(-c4ccccc4C)c3)no2)cn1,-4,-0.3,-8,1,10,-1,0,16,-1,-8
COc1cccc(C(=O)OCC(=O)NC23CC4CC(CC(C4)C2)C3)c1,3,0.0,3,2,-2,-2,-2,0,2,5
O=C(O)c1ccccc1-c1cc2ccccc2[nH]1,1,0.1,2,-4,-13,2,-1,-3,-1,-10

# Random excerpt: three compounds from above, in no set order.
SMILES,MBD2 inh,KLK7 zymogen act,Tn7 DDE FP,PLC-gamma1 inh,ARFGAP1 inhibitor,DDE Tn6 FP inh,UHRF1 MBD2 ctr,ASAP1 inh,ADAM17 inh,PLC-beta3 inh
COc1cccc(C(=O)OCC(=O)NC23CC4CC(CC(C4)C2)C3)c1,3,0.0,3,2,-2,-2,-2,0,2,5
COc1ccc(NC2=NC(=S)N(c3cccc(C)c3)C23CCCCC3)cc1,2,-0.3,5,1,1,-4,-1,6,-1,3
COc1ccc(F)cc1-c1cc(C(=O)NC2CCCCC2)[nH]n1,-3,0.2,-5,5,-8,-6,1,-2,3,7

# Going on with the list:
SMILES,MBD2 inh,KLK7 zymogen act,Tn7 DDE FP,PLC-gamma1 inh,ARFGAP1 inhibitor,DDE Tn6 FP inh,UHRF1 MBD2 ctr,ASAP1 inh,ADAM17 inh,PLC-beta3 inh
COc1ccc(NS(=O)(=O)c2cccc(C(=O)NNC(=O)CN3C(=O)NC(C)(C)C3=O)c2)cc1,0,-0.5,-3,-2,1,-1,2,0,-4,-12
COCc1ccc([C@@H]2C[C@H]3CN(Cc4cccnc4)C(=O)[C@]34CCCN24)o1,-2,-0.1,-6,-2,-3,-2,0,4,-3,-11
CCC(NC(=S)NCc1ccc(F)cc1)c1ccc(C(C)C)cc1 (configuration not stated),-3,-1.1,-8,-2,5,-14,-3,-6,7,-4
CCc1nn(CC(=O)NCCCN2CCc3ccccc3C2)c(=O)c2cc3sccc3n12,-3,-0.5,5,-7,-6,-3,-3,11,-2,-12
O=C(CSc1nnc(NC(=O)c2ccccc2)s1)NCC1CCCO1 (configuration not stated),-3,-0.9,3,4,-2,7,-1,8,-2,-5
COc1ccc(CCN2CC(C(=O)OCC(=O)c3c(N)n(CC(C)C)c(=O)n(C)c3=O)CC2=O)cc1OC (configuration not stated),8,-0.2,1,6,-9,44*,5,-15,-7,-5
C[C@H](CO)N1C[C@H](C)[C@H](CN(C)Cc2ccncc2)Oc2ncc(Br)cc2C1=O,5,0.6,0,-1,3,-1,3,-4,-7,-3
[O-]/C(=C(\C(=S)NCCN1CCOCC1)[n+]1ccccc1)c1ccc(Cl)s1,4,0.2,4,-10,9,-2,3,0,3,-21
O=C(COc1ccccc1)Nc1sc2c(c1C(=O)NCc1cccnc1)CCCC2,8,-0.5,0,-1,8,-2,0,0,-3,-5
Clc1ccccc1Nc1nnc(-c2ccncc2)s1,4,-0.9,-3,-35,8,-2,0,-1,-6,-42
Cc1ccc(CNC(=O)C2CCN(S(=O)(=O)N3CCCC3)CC2)cc1,1,0.3,6,4,-8,0,-4,6,-3,-5
Cc1cccc(NC(=O)N2CCCCCC2)c1C,-5,-0.4,-5,0,8,-1,2,0,-2,-7
O=C(Nc1ccc(-c2noc(CCc3ccccc3)n2)cc1)c1cccnc1,-3,-1.6,-2,-1,16,0,-3,-4,1,-2
CCc1ccc(NC(=O)COC(=O)C2(c3ccc(Cl)cc3)CCCC2)cc1,-4,0.1,-10,1,0,-9,-2,-11,3,5
O=[N+]([O-])c1ccc(/C=C/c2ccncc2)cc1,3,-0.2,-2,0,10,-4,1,2,4,-9
Cc1ccc(C)c(NC(=O)CSc2c(C)n[nH]c2C)c1,-5,0.4,-1,0,-3,3,-2,-11,-2,2
O=NN(C(=O)NCc1cccnc1)C1CCCCC1,4,-0.3,-7,4,9,-5,0,-3,-5,5
COc1ccc(-c2ccc3ccccc3n2)cc1OC,0,8.4,-5,-270,8,-2,0,4,-101,-348
COc1ccc(-c2oc(=O)c3cc(OC)c(OC)cc3c2-c2cc(F)cc(OC)c2)cc1,-3,0.0,-6,-2,4,-7,0,3,0,-7
O=C(NCc1ccccc1)c1cc(C2COCCN2C(=O)c2cccs2)on1 (configuration not stated),-1,-0.2,-1,3,8,9,0,-9,0,-4
C=CCn1cc(C(=O)OC)c(=O)c2cc(S(=O)(=O)N3CCCCCC3)ccc21,-3,0.0,3,1,-1,5,2,-8,-2,-5
CC1CCCCC1NC(=O)NC(=O)COC(=O)c1nccnc1N (configuration not stated),-4,-13,-10,-231,-5,-1,0,7,i,-306
O=S(=O)(c1ccc(-c2cc(C(F)(F)F)on2)s1)N1CCCC1,1,-0.3,1,0,2,0,-3,1,-2,1
CN(C)c1ccc(C=NNc2nc3c([nH]2)c(=O)n(C)c(=O)n3C)cc1,-1,-1.7,-8,-11,4,-3,1,-7,-13,-21
CCN1CCN(c2ccc(S(=O)(=O)N3CCOCC3)cc2NC(=O)c2ccc(C)cc2C)CC1,3,-0.2,-4,-1,20,4,16,-4,4,-7
SMILES,MBD2 inh,KLK7 zymogen act,Tn7 DDE FP,PLC-gamma1 inh,ARFGAP1 inhibitor,DDE Tn6 FP inh,UHRF1 MBD2 ctr,ASAP1 inh,ADAM17 inh,PLC-beta3 inh
C[C@@H]1CN([C@H](C)CO)C(=O)CCCn2nncc2CO[C@H]1CN(C)S(=O)(=O)c1ccc2ccccc2c1,-7,0.8,-2,-3,-5,-2,-1,7,-2,-25
COc1cc(C(=O)N2CCN(Cc3ccccn3)CC2)cc(OC)c1OC,4,-0.1,-2,4,9,1,4,1,1,2
COc1cc(-n2c(C)nc3cc(C(=O)N4CCCN(C(C)=O)CC4)ccc32)cc(OC)c1OC,3,-0.1,8,-4,.,7,1,.,0,-5
Cc1cc(=O)[nH]c(-n2ncc(C#N)c2N)n1,-1,0.2,-3,5,0,-6,-2,-11,1,-3
CCCNc1nc2nc3ccccn3c(=O)c2cc1C(=O)NCCN1CCOCC1,-4,26*,-2,-165,9,-2,-2,2,-377,-275
CN(Cc1ccc(Br)cc1)CC(O)COc1cccc(Br)c1 (configuration not stated),1,0.2,-4,5,13,1,4,15,6,-4
COc1ccc(C(C)=O)cc1CSc1nc2nc(C)cc(C)n2n1,-1,-0.2,1,-1,-2,8,0,5,-4,-4
O=C(O)c1cc(=O)c2c(Cl)cc(Cl)cc2[nH]1,-2,-0.4,-8,-10,6,-3,3,-8,-1,-15
Cc1c(C(=O)N/N=C/c2cccnc2)sc(N)c1C#N,-4,-0.3,-7,-9,1,-6,-5,14,3,-18
O=C(O)c1ccccc1C(=O)Nc1ccccc1,-1,0.2,4,0,-4,8,1,-1,-4,-1
COc1cc(NS(=O)(=O)c2ccc(NC(=O)CCC(=O)O)cc2)nc(OC)n1,-5,0.0,-5,2,6,-7,3,0,-1,-2
O=C(/C=C/c1ccccc1)CC(O)(c1ccccc1)C(F)(F)F (configuration not stated),-5,-0.1,-6,-1,-1,0,-2,0,3,4
Cc1ccc2c(c1)N(Cc1cccc(C#N)c1)C=NS2(=O)=O,-7,0.5,2,0,-3,-3,-3,11,-2,-3
CCc1nc2c(OCCc3cccc(OC)c3)cccn2c1N(C)C(=O)c1ccc(OC)cc1,5,-0.3,-2,-4,-4,6,5,5,-4,-6
O=C(Nc1ccc(-c2nc3ccccc3o2)cc1)C1CCCO1 (configuration not stated),-3,0.0,3,-17,9,7,-2,14,-29,-21
C[C@H](CO)N1C[C@H](C)[C@H](CN(C)C(=O)Nc2ccccc2)OCc2cnnn2CCCC1=O,2,0.4,-1,-2,-14,-3,-1,3,-7,-2
O=C(CSc1nc2ccccc2o1)N/N=C/c1ccco1,-3,-0.4,0,-2,6,0,-3,-3,-2,-9
C[C@H]1CN([C@@H](C)CO)S(=O)(=O)c2ccc(Br)cc2O[C@H]1CN(C)C(=O)Nc1ccccc1F,-2,0.0,0,0,7,3,0,8,-1,3
